Bioassay records as filed in PubChem BioAssay.
MrgX1 allo act = positive allosteric modulators of MrgX1, primary screen, HEK293 cells, Fluo-4 calcium flux; Mas-related G-protein coupled receptor member X1 (Homo sapiens), Q96LB2; FDSS; stronger effect = higher value; B-score at 10 µM; hit rate 0.63% among 310,000; AID 588675, 2011;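 active = plate-corrected calcium response at least 3 library SD above typical, normal starting fluorescence, not activating the receptor alone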;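 note: compound read alongside a low EC10 to EC30 dose of BAM8-22 agonist; peak minus trough fluorescence over baseline measured at the second addition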
ANO1 block = TMEM16A chloride channel inhibitors, primary screen, cell-based, HTS; Anoctamin-1 (Mus musculus), Q8BHY3; HEK293 TMEM16A/YFP iodide influx fluorescence, ionomycin; normalized B-score (activity score, 25-100; higher = stronger inhibition) at 10 µM; hit rate 1.2% among 310,000; AID 588511, 2011;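 active = ratio plate-corrected score three or more library SD toward inhibition, starting fluorescence score within five deviations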;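 note: score derived from kinetic fluorescence span divided by baseline fluorescence per well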
TRPC6 activator = mouse TRPC6 channel activators, primary screen, cell-based, HEK293, membrane potential dye | Short transient receptor potential channel 6 (Mus musculus), Q61143 | HEK293-TRPC6 membrane potential dye fluorescence; stronger effect = higher value | B-score at 10 µM | hit rate 0.13% among 310,000;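 active = B-score of the integrated fluorescence ratio above library mean plus 3 SD, and starting fluorescence ratio within library mean plus 5 SD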;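 note: higher score means more depolarization so channel activation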
Target sequence (Q61143 whole entry, looked up): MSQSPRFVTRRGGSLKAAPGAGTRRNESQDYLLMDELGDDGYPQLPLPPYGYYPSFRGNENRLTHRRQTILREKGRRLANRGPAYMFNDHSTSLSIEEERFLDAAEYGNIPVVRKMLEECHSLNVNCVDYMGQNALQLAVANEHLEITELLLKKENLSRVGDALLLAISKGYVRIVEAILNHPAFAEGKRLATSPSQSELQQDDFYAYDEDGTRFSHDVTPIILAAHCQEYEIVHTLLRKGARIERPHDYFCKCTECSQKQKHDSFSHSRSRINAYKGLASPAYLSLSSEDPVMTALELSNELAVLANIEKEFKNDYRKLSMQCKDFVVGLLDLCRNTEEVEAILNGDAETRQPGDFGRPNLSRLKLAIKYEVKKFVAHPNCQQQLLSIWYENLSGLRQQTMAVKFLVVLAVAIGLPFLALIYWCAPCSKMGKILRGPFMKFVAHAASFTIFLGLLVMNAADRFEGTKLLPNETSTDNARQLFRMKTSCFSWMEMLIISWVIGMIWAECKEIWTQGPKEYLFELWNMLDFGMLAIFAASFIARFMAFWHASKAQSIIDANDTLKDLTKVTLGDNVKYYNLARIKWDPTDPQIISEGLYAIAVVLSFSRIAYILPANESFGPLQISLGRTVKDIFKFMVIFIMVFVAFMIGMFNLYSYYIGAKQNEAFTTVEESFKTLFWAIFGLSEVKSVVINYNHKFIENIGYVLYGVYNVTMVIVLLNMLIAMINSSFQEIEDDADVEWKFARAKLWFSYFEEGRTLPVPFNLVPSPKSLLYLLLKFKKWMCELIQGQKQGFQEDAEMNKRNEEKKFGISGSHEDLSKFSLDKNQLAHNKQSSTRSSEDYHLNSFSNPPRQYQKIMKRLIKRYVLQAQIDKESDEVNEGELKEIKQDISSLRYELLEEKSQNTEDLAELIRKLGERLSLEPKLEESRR
MrgX1 agonist = agonists of human MrgX1 receptor, primary screen, HEK293 cells, Fluo-4 calcium flux. Fluo-4 calcium fluorescence, agonist mode; stronger effect = higher value. B-score at 10 µM. hit rate 0.44% among 310,000;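 active = calcium response B-score plate-corrected fluorescence ratio at least 3 library SD, with starting fluorescence B-score inside 5 SD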
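System: HEK293 cells stably expressing human MrgX1 receptor; Dosing: test compound in the initial addition of three; Schedule: overnight plating, then 30 min 37 °C plus 30 min room-temperature dye loading; Detection: kinetic calcium dye fluorescence, Fluo-4 NW; Controls: per-plate positive and negative controls for Z′ factor.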
SKKanGAS inh = S. pyogenes SKKanGAS growth inhibitors in kanamycin, primary screen, streptokinase expression inhibitor project, SKKanGAS strain, BacTiter-Glo luminescence; 6 h; inhibition, % at 7.5 µM; hit rate 1.3% among 300,000; AID 1662, 2009;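 active = mean replicate score, as percent of positive control median, at least 50; inconclusive = mean below 50 but one replicate at or above 50; inactive = mean and every replicate below 50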;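 note: strain carries kanamycin resistance gene driven by streptokinase promoter and grows in 40 µg/ml kanamycin; loss of luminescence reflects streptokinase promoter inhibition or plain growth inhibition; 0% = median of DMSO wells and 100% = positive control at its reference dose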
TRPC6 inhibitor = mouse TRPC6 channel inhibitors, primary screen, cell-based, HEK293, membrane potential dye | AID 2553, 2010 | ACh-evoked depolarization; stronger effect = lower value | B-score at 10 µM | hit rate 1.1% among 310,000 | Short transient receptor potential channel 6 (Mus musculus), Q61143;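 active = B-score under library mean minus 3 SD, initial fluorescence not abnormally high, positive integrated signal ratio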;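 note: B-score derived from integrated fluorescence ratio over the kinetic read; more negative B-score means stronger inhibition of depolarization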
TMEM16A act = TMEM16A chloride channel activators or potentiators, primary screen, cell-based, HTS. B-score at 10 µM. hit rate 0.3% among 340,000. Anoctamin-1 (Mus musculus), Q8BHY3. AID 623877, 2012. HEK293 TMEM16A/YFP-H148Q/I152L, iodide quench fluorescence; stronger effect = lower value;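 active = fluorescence-ratio B-score plate-corrected deviation score at least 3 library SD below zero, with starting fluorescence score within 5 deviations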;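 note: channel opened by trigger with iodide after compound preincubation; score built on the fluorescence ratio of max minus min over baseline; more negative score means more quench and so TMEM16A activation or potentiation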
HDAC3 inhib = HDAC3 deacetylase inhibitors, primary screen, biochemical, fluorescence, cell-free homogeneous; AID 2718, 2010; hit rate 0.15% among 320,000; inhibition, % at 8.3 µM; Histone deacetylase 3 (Homo sapiens), O15379; recombinant HDAC3, fluorogenic peptide/trypsin coupled; in the data active = inhibition above about 26%, passing the limit was not always enough; inconclusive = no clear call, values can overlap the other calls
RGS4 act = RGS4 potentiators or activators, primary screen, cell-based, HEK293 M3R inducible RGS4, calcium flux; AID 463111, 2010; B-score at 10 µM; carbachol calcium flux Fluo4; stronger effect = lower value; hit rate 0.92% among 310,000;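 active = B-score of the integrated calcium signal more than 4 SD below the library mean, with starting fluorescence not abnormally high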;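 note: negative B-score means reduced calcium response which marks RGS4 activation or potentiation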
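Material: Inducible-RGS4 HEK293 cells carrying M3 receptor; also added: carbachol at ECmax as muscarinic agonist stimulus; incubation: compound preincubation 20 min at room temperature before agonist; signal: Fluo4-AM (2 µM) calcium-flux fluorescence, kinetic read; measure: integrated calcium ratio converted to B score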
MrgX1 antagonist = antagonists of human MrgX1 receptor, primary screen, HEK293 cells, Fluo-4 calcium flux; Mas-related G-protein coupled receptor member X1 (Homo sapiens), Q96LB2; BAM8-22 antagonism; stronger effect = lower value; B-score at 10 µM; hit rate 1.3% among 310,000; AID 588676, 2011;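 active = calcium-response B-score plate-corrected more than 3 library SD below zero, starting fluorescence within 5 deviations, no agonist response on first addition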;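 note: peak minus trough fluorescence over baseline after final BAM8-22 challenge near maximal dose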
RGS4 block = RGS4 inhibitors, primary screen, cell-based, HEK293 M3R inducible RGS4, calcium flux | Fluo-4 calcium flux; stronger effect = higher value; triggered by carbachol at its EC20 | B-score at 10 µM | hit rate 0.45% among 310,000;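 active = B-score, a plate-corrected calcium signal, over three deviations above library mean, with baseline fluorescence within five deviations of library mean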;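 note: RGS4 expression induced by doxycycline in cells with stable M3 receptor; B-score is computed from the integrated fluorescence ratio over baseline after carbachol; higher B-score means a larger calcium signal and so more RGS4 inhibition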
Target sequence (P49798 whole entry, looked up): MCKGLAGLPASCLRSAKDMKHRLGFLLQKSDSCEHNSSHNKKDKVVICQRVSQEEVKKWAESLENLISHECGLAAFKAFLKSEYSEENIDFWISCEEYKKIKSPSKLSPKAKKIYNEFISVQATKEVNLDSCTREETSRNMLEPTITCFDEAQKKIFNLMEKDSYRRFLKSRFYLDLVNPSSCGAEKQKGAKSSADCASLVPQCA
* marks the source's active call; other numbers are inactive results; i = inactive; ? = inconclusive; . = not tested or not shown.

Values in the order – MrgX1 allo act	ANO1 block	TRPC6 activator	MrgX1 agonist	SKKanGAS inh	TRPC6 inhibitor	TMEM16A act	HDAC3 inhib	RGS4 act	MrgX1 antagonist	RGS4 block
CCN(CC(=O)Nc1ccc2c(c1)OCCO2)C(=O)/C=C/c1ccc(OC)cc1OC
 : i	i	i	i	-18	i	i	8	i	i	i
Cc1ccc(C2(C)NC(=O)N(CC(=O)NC(=O)NC(C)C)C2=O)cc1 (stereo unspecified)
 : i	i	i	i	-2	i	i	2	i	i	i
C=CCn1c(NC(=O)c2ccccc2Cl)c(C#N)c2nc3ccccc3nc21
 : i	100*	i	i	29	i	i	-10	i	i	i
Cn1c(SCc2cnc(-c3ccccc3)s2)nnc1C1COc2ccccc2O1 (stereo unspecified)
 : i	i	i	i	15	i	i	?	i	i	i
COc1ccc(/C(O)=C/Sc2nnc(Cc3ccccc3)o2)cc1
 : i	i	i	i	-12	i	i	7	i	i	i
CCCn1c2ccccc2c2cnn(CC(=O)NC(C)CC)c(=O)c21 (stereo unspecified)
 : i	i	i	i	1	i	i	-7	i	i	i
CCOc1ccc(S(=O)(=O)n2c(C)nc3ccccc32)cc1
 : i	i	.	i	.	.	i	7	.	i	.
CC1=C(C(=O)OCc2ccccc2)C(c2ccc3ccccc3c2)NC(=O)N1CCCCCC(=O)O (stereo unspecified)
 : i	i	i	i	30	i	.	4	i	i	i
O=C(NCCCN1CCN(Cc2ccccc2)CC1)C1CCN(c2nnc(-n3cccc3)s2)CC1
 : i	i	i	i	2	i	i	2	i	i	i
CCn1nc(C(=O)NCc2ccco2)c(Cl)c1Cl
 : i	i	i	i	5	i	i	0	i	i	i
COc1cc(/C=N/NS(=O)(=O)c2ccc(C)cc2)ccc1OCc1ccc(C(=O)O)cc1
 : i	i	i	i	9	i	i	8	i	i	i
Cc1ccc(-c2nnc(SCC(=O)N3CCOCC3)nc2-c2ccc(C)cc2)cc1
 : i	i	i	i	0	i	i	0	i	i	i
COc1ccc(CCNC(=O)c2cccc(Br)c2)cc1OC
 : i	i	i	i	-1	i	i	-6	i	i	i
COc1ccc(C(=O)NC2CCN(C(=S)Nc3ccc(C)c(C)c3)CC2)cc1
 : i	i	i	i	0	i	i	-7	i	i	i
COC(=O)c1ccccc1NC(=O)c1ccccc1NS(C)(=O)=O
 : i	i	i	i	-4	i	i	-4	i	i	i
CN1C(C)(C)c2ccccc2OS1(=O)=O
 : i	i	i	i	-2	i	i	-5	i	i	i
CCOc1ccc(NC(=O)CN(C)C(=O)Cn2c(=O)oc3ccccc32)cc1OCC
 : i	i	i	i	-5	i	i	2	i	i	i
CCN(CC(O)COc1ccc(OCC(O)CN(CC)C2CCCCC2)cc1)C1CCCCC1 (stereo unspecified)
 : i	i	i	i	1	i	i	0	i	i	i
CCCOc1ccc(C(=O)OCC(=O)c2c(N)n(C)c(=O)n(C)c2=O)cc1OC
 : i	i	i	i	2	i	i	-4	i	i	i
CCOC(=O)C1C(=O)OC2(CCCCC2)C1C(=O)OCC (stereo unspecified)
 : i	i	i	i	-4	i	i	4	i	i	i

(list continues)
Values in the order – MrgX1 allo act	ANO1 block	TRPC6 activator	MrgX1 agonist	SKKanGAS inh	TRPC6 inhibitor	TMEM16A act	HDAC3 inhib	RGS4 act	MrgX1 antagonist	RGS4 block
COc1cccc(CN2CCSCC2)c1OC
 : i	i	i	i	1	i	i	-2	i	i	i
O=C(NCc1ccncc1)C1CCC(=O)N(CCc2ccc(Cl)cc2)C1 (stereo unspecified)
 : i	i	i	i	-11	i	i	-2	i	i	i
Cc1ccc(CNS(=O)(=O)c2ccc(-n3cnnn3)c(C)c2)cc1
 : i	i	i	i	-2	i	i	-3	i	i	i
Cc1ccsc1C1C(C#N)=C(N)N(N(C)C)C2=C1C(=O)CCC2 (stereo unspecified)
 : i	i	i	i	-11	i	i	-5	i	i	i
COc1ccc(NC(=O)c2cc(-c3cccc(OC)c3)on2)cc1
 : i	i	i	i	9	i	i	-4	i	i	i
O=C(NC1CCCCC1)C(Cc1ccccc1)NS(=O)(=O)c1cccs1 (stereo unspecified)
 : i	i	i	i	3	i	i	-6	i	i	i
CSCCC(=O)Nc1cc(S(=O)(=O)N2CCOCC2)ccc1N1CCN(C)CC1
 : i	i	i	i	0	i	i	-2	i	i	i
CC(C)c1ccc(OCC(=O)NCc2ccco2)cc1
 : i	i	i	i	-3	i	i	2	i	i	i
CC[n+]1c(/C=C/N(C)c2ccccc2)n(-c2ccccc2)c2ccc(-c3nc4ccccc4s3)cc21
 : i	i	i	i	99*	i	i	6	i	i	i
O=C(Nc1cccc(C(F)(F)F)c1)N1CCC(c2nc(-c3ccc(F)cc3)no2)CC1
 : i	25*	i	i	36	i	i	6	-9.3*	i	i
CC(=O)OCC1OC(OCc2cn(C[C@H]3CC[C@H](Cn4cc(COC5OC(COC(C)=O)C(OC(C)=O)C(OC(C)=O)C5OC(C)=O)nn4)O3)nn2)C(OC(C)=O)C(OC(C)=O)C1OC(C)=O (stereo partly specified)
 : i	i	i	i	1	i	i	-4	i	i	i
CC1CCN(CCn2c(=S)[nH]c3cc4c(cc3c2=O)OCO4)CC1
 : i	i	i	i	-3	i	i	1	i	i	i
N#Cc1ccc(NC(=O)Nc2ccc(Cl)cc2)cc1
 : i	i	i	i	55*	i	i	0	i	i	i
O=C(NN1C(=O)C2C3C=CC(C4CC34)C2C1=O)c1cccc(Br)c1 (stereo unspecified)
 : i	i	i	i	0	i	i	2	i	i	i
Cc1ccc(N(CC(=O)Nc2cc(Cl)ccc2Oc2ccccc2)S(C)(=O)=O)cc1C
 : i	i	i	i	22	i	i	27*	i	i	i
O=C(c1cccc(N2C(=O)C3CC=CCC3C2=O)c1)N1CCCc2ccccc21 (stereo unspecified)
 : i	i	i	i	-1	i	i	-4	i	i	i
Cc1cccc(CN2CCN(c3nc4nonc4nc3NC3CC3)CC2)c1
 : i	i	i	i	0	i	i	8	i	i	i
CCCc1cc(=O)[nH]c2nnc(SCC(=O)NCc3ccc4c(c3)OCO4)n12
 : i	i	i	i	-4	i	i	7	i	i	i
COc1ccc(CC(=O)NCc2ccco2)cc1OC
 : i	i	i	i	-1	i	i	3	i	i	i
Cc1[nH]c2c(Cl)cccc2c(=O)c1CN1CCCCCC1
 : i	i	i	i	-6	-5.9*	i	.	i	i	i

Additional compounds.
Values in the order – MrgX1 allo act	ANO1 block	TRPC6 activator	MrgX1 agonist	SKKanGAS inh	TRPC6 inhibitor	TMEM16A act	HDAC3 inhib	RGS4 act	MrgX1 antagonist	RGS4 block
CC(C)C1NC(=S)N(C2CCCCC2)C1=O (stereo unspecified)
 : i	i	i	i	4	i	i	0	i	i	i
CNC(=S)N/N=C/c1ccco1
 : i	i	i	i	1	i	i	1	i	i	i
CCC(=O)c1ccccc1OCCCN1C(=O)NC(C)(C)C1=O
 : i	i	i	i	-8	i	i	8	i	i	i
CC(C)=CC(=O)OCC(=O)Nc1nc(C)c(Cl)cc1Cl
 : i	i	i	i	0	i	i	0	i	i	i
CC(C(=O)NCc1ccccn1)N1C(=O)c2ccccc2C1=O (stereo unspecified)
 : i	i	i	i	-7	i	i	-1	i	i	i
O=C(NCCc1c[nH]c2ccccc12)c1cnc2n(c1=O)CCS2
 : i	i	i	i	0	i	i	8	i	i	i
Fc1ccc(C(c2nnnn2C2CCCCC2)N2CCCC2)cc1 (stereo unspecified)
 : i	i	i	i	-9	i	i	4	i	i	i
CCC(C)[C@H](NC(=O)CCn1nnc2ccccc2c1=O)C(=O)O (stereo partly specified)
 : i	i	i	i	-5	i	i	8	i	i	i
CC1=C(C(=O)OCc2ccccc2)C(c2ccc(Cl)cc2)NC(=O)N1CCCCCC(=O)O (stereo unspecified)
 : i	i	i	i	30	i	i	7	i	i	i
Nc1n[nH]c2cc(=O)n(-c3ccc(Cl)cc3)nc12
 : i	i	i	i	-8	i	i	4	i	i	i
O=C(NNc1ccc(C(F)(F)F)cc1[N+](=O)[O-])c1ccc(NS(=O)(=O)c2ccc(F)cc2)cc1
 : i	i	i	i	21	-5.4*	i	16	i	i	i
Cc1cc(-c2ccccc2N)n[nH]1
 : i	i	i	i	-4	i	i	?	i	-6.4*	i
CCOC(=O)C1(Cc2cccc(OC)c2)CCCN(Cc2cc(OC)c(O)c(OC)c2)C1 (stereo unspecified)
 : i	i	i	i	3	i	i	-2	i	i	i
Cc1cc(C)c2sc(NC(=O)CN3C(=O)CCC3=O)nc2c1
 : i	i	i	i	2	i	i	11	i	i	i
COC(=O)Oc1ccc(/C=C/C(=O)OC(C)C)cc1OC(=O)OC
 : i	i	i	i	5	i	i	6	i	i	i
CCOc1ccc(OCC(=O)OC(C)C(=O)Nc2ccc(Cl)cn2)cc1 (stereo unspecified)
 : i	i	i	i	-2	i	i	3	i	i	i
CC(C)(C)c1ccc(C(=O)NCC(=O)NNC(=O)c2ccccc2O)cc1
 : i	i	i	i	-3	i	i	-4	i	i	i
COc1ccc(C2=NOC3(CC(=O)N(c4ccc(Cl)cc4)C3=O)C2)c(OC)c1 (stereo unspecified)
 : i	i	i	i	0	i	i	-1	i	i	i
Cc1cc(OCc2cc(C(=O)N(Cc3nccn3C)C(C)C)no2)cc(C)c1Cl
 : i	i	i	i	-5	i	i	5	i	i	i
COCCCNC(=S)NCCCNc1nc2cc3c(cc2cc1C#N)OCO3
 : i	i	i	i	3	i	i	-27	i	i	i
COc1ccc(C(C[N+](=O)[O-])c2c(C)cc3ccccn23)c(OC)c1 (stereo unspecified)
 : i	i	i	41*	7	i	i	3	i	i	13*
